Bioassay records from PubChem.
Tau filament bind: binders of human tau filaments | P10636 | recombinant tau filaments, thioflavin S fluorescence, 15 h; filaments grown with octadecylsulfate alongside compound | Potency, µM (doses to about 57.1 µM), for inactives: at the top dose activity change, negative = inhibition | 71,000 tested, 2% active;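 further: potency means the concentration at half of the fitted maximal effect; on the % scale 0 is the no-effect control and ±100 the full control effect; actives lower thioflavin S fluorescence by blocking filaments or displacing dye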
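Recombinant tau protein (human, 1 uM final) plus 30 uM ODS in HEPES pH 7.4 with NaCl, DTT and thioflavine S. Compound present from the start; fluorescence at 510 nm after 15 h, 37 C.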
CRE Fsk mod: alters forskolin-stimulated CRE reporter signaling in CHO cells. Potency, µM (highest dose often 38.2 µM), inactives show at the highest dose activity change, negative = inhibition, actives largely listed as activators. CHO CRE-bla reporter (cAMP response element driving beta-lactamase), forskolin EC10, beta-lactamase ratio. 71,000 tested, 2.5% active; active means well fitted activation curve with a large enough effect in the signal ratio, with a control signal flat, not every such curve was filed as active; inconclusive means small, poorly fitted or top-dose-only effect, or effect the other way, or a change in a side signal; the % refers to the signal ratio; further: potency means the concentration at half of the fitted maximal effect; % of control where 0% means no effect
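The 460nm/530nm emission ratio after CCF4 loading defined %Activity, from which AC50 values were obtained. CRE-bla CHO cells received compound dilution series together with an EC10 level of NKH 477 for 3 hours at 37 degrees Celsius.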
Hsp90 Hop PPI: changes Hsp90-Hop TPR2A binding signal, up or down | AlphaScreen TPR2A-His6 binding biotin-Hsp90 C-terminal peptide | Potency, µM (series often up to 57 µM), for inactives: top-dose activity change, negative = inhibition | 71,000 tested, 0.44% active; active means well fitted curve in either direction with a large enough effect; inconclusive means small, poorly fitted or top-dose-only effect, or another doubt; further: potency means the concentration at half of the fitted maximal effect; on the % scale 0 is the no-effect control and ±100 the full control effect; many of its hits are not listed in these tables
FLuc inh: inhibitors of firefly luciferase; P08659; purified firefly luciferase, luminescence, 8 min; Potency, µM (series often up to 57.1 µM), for inactives: top-dose activity change, negative = inhibition, hits mostly inhibitors; 72,000 tested, 2.2% active; AID 411; further: potency means the concentration at half of the fitted maximal effect; on the % scale 0 is the no-effect control and ±100 the full control effect; nearly all actives have a fitted effect of over 40% in size
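Compounds were tested as concentration series (qHTS) against purified P. pyralis luciferase with luciferin and 10 uM ATP in 50 mM imidazole pH 7.2, 50 mM KCl, 7 mM MgCl2, 0.01% Tween 20, 0.05% BSA. Luminescence was read after 8 min at ambient temperature.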
HBB splicing: alters splicing of the hemoglobin beta chain; HBB splicing reporter cell assay, activation; EGFP reporter with mutant IVS2-654 intron; response scale: normalised to 500 nM splice-correcting PNA; Potency, µM (doses to about 46.1 µM), inactives show at the top dose activation, hits mostly activators; 65,000 tested, 0.06% active; AID 925; further: potency means the concentration at half of the fitted maximal effect; 0% is about no effect
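HeLa cells stably expressing EGFP interrupted by mutant beta-globin intron 2 (IVS2-654), 500/well in 2% FCS. Treated with compound for 2 days at 37C. Splicing correction scored as total well GFP intensity (488 nm excitation, 500-520 nm emission); 500 nM antisense PNA served as control.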
ERK AVP block: vasopressin-driven ERK pathway inhibition | HEK293-V1b, vasopressin-stimulated pERK AlphaScreen | Potency, µM (titrated, usually from 57.5 µM), for inactives: top-dose activity, negative = inhibition, usual class: inhibitors | 72,000 tested, 0.99% active | AID 995; further: potency means the concentration at half of the fitted maximal effect; on the % scale 0 is the no-effect control and ±100 the full control effect; nearly all actives have a fitted effect of over 55% in size
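V1b-HEK293 cells; cpd 30 min 37C; 25 nM vasopressin 5 min; lyse 10 min; AlphaScreen beads 5 hr RT. Normalized to DMSO basal and 25 nM vasopressin; AC50 by Hill fit.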
DNA Pol III inh: blocks replication by bacterial DNA polymerase III holoenzyme | reconstituted DNA polymerase III holoenzyme replication, biochemical | Potency, µM (highest dose often 57.1 µM), for inactives: at the top dose activity change, negative = inhibition | 71,000 tested, 0.25% active | AID 603; further: potency means the concentration at half of the fitted maximal effect; on the % scale 0 is the no-effect control and ±100 the full control effect
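Reconstituted *E. coli* holoenzyme (0.35 nM Pol III, 1 nM beta, 154 nM SSB, 2 nM primase) was preincubated with compound for 15 min at RT. Synthesis on 1.4 nM ssM13Gori ran 35 min, then was stopped with PicoGreen/EDTA and read as dsDNA fluorescence.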
UbGFP stabilizer: ubiquitin-GFP accumulation via proteasome inhibition; Potency, µM (titrated, usually from 45.9 µM), for inactives: top-dose activation (GFP accumulation), hits mostly activators; 67,000 tested, under 10 active; Ubiquitin-GFP reporter cells, proteasome inhibition, GFP fluorescence; response scale: untreated = 0%, 10 µM MG-132 = 100%; active means well fitted activation curve with a large enough effect, not every such curve was filed as active; inconclusive means small, poorly fitted or top-dose-only effect, or another doubt; inactive means no such curve, though single readings can be large or run the other way; further: potency means the concentration at half of the fitted maximal effect
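Proteasome block read as GFP accumulation: ubiquitin(G76V)-GFP U2OS cells exposed to compound (2.9 nM–46 uM) for 4 hr at 37 C. Normalization used untreated cells as 0% and 10 uM MG-132 as 100%; concentration-response curves fitted.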
15-hLO inh: inhibitors of human 15-lipoxygenase (ALOX15); P16050; purified 15hLO-1, xylenol orange hydroperoxide absorbance; Potency, µM (doses to about 57.1 µM), for the others: at the top dose activity change, negative = inhibition, most hits filed as inhibitors; 74,000 tested, 1.4% active; further: potency means the concentration at half of the fitted maximal effect; on the % scale 0 is the no-effect control and ±100 the full control effect; nearly all actives have a fitted effect of over 55% in size
Target sequence (P16050 whole entry, looked up): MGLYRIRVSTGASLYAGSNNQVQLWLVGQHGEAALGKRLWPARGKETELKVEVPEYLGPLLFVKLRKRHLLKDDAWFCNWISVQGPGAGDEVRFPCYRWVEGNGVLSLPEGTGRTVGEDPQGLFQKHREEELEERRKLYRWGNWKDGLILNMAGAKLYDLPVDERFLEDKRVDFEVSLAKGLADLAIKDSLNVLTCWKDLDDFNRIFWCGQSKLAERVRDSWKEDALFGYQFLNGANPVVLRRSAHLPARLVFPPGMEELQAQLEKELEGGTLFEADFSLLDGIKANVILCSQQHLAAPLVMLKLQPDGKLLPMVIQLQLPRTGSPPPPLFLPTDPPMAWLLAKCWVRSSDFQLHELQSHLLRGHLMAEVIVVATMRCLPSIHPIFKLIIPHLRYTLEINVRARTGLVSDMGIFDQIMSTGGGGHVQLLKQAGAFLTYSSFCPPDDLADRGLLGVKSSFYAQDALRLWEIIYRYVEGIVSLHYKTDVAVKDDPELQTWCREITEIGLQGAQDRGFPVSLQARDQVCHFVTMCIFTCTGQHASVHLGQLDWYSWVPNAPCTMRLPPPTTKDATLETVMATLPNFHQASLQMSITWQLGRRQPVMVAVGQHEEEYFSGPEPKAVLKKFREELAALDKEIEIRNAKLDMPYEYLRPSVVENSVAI
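Purified human 15hLO-1 (40 nM final) in 25 mM Hepes pH 7.5, 0.01% Triton X-100 was preincubated with compound 15 min at room temperature, then reacted 6 min with 50 uM arachidonic acid; hydroperoxide detected by Fe-XO, 573/405 nm absorbance ratio.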
GFP derepression: derepresses silenced GFP locus in mouse C127i cells; Potency, µM (top dose mostly 46.1 µM), for the others: at the top dose GFP derepression (activation); AID 597; 68,000 tested, 0.09% active; mouse C127i GFP locus derepression, cytometry, 30 h; further: % of control where 0% means no effect
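Derepression screen: silenced CMV-GFP reporter in murine C127i cells, 30 h compound incubation at 37 C, washed cells imaged by laser-scanning cytometer to enumerate GFP-expressing objects of 20 to 120 um.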
HADH2 inh: HADH2 (human) dehydrogenase inhibition | recombinant HADH2, NADH fluorescence, beta-hydroxybutyryl-CoA | Potency, µM (titrated, usually from 57.1 µM), without a hit: at the top dose activity change, negative = inhibition, actives largely listed as inhibitors | 73,000 tested, 3.4% active; further: potency means the concentration at half of the fitted maximal effect; on the % scale 0 is the no-effect control and ±100 the full control effect; nearly all actives have a fitted effect of over 60% in size; many of its hits are not listed in these tables
Target sequence (Q99714 whole entry, looked up, one chain of several): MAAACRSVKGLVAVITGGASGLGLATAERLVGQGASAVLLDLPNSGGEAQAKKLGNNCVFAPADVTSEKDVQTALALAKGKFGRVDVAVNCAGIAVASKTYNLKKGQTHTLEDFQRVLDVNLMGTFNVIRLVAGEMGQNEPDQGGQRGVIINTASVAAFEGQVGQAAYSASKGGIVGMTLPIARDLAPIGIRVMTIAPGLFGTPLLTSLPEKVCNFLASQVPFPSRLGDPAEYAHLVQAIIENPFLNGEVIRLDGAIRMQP
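NADH fluorescence (ex 360/em 450 nm) read every 30 s for 4 min; activity taken as last-minus-first time point difference. Enzyme 20 nM, NAD+ 1 mM, beta-hydroxybutyryl-CoA 90 uM, pH 9.0 Tris buffer.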
An asterisk follows results filed as active; [ ] = remark or other dose. Unless noted, the call rests on the fitted dose curve; in most records, active means well fitted curve in the direction sought with a large enough effect; inconclusive means small, poorly fitted or top-dose-only effect, or another doubt; inactive means no such curve, though single readings can be large; an effect the other way counts as inactive or inconclusive. A portion of the library; count on the stated rates, not on these rows.

For CCOc1ccc(C(=O)N2CCc3cc(OC)c(OC)cc3C2)cc1OCC the results were Tau filament bind 15%, CRE Fsk mod 7%, Hsp90 Hop PPI -4%, FLuc inh inconclusive, HBB splicing -1.8%, ERK AVP block -16%, DNA Pol III inh -3%, UbGFP stabilizer 0%, 15-hLO inh -6%, GFP derepression 3% and HADH2 inh 2%.
Screening CCNc1nc(CC)nc2c1oc1ccccc12 returned Tau filament bind 4%, CRE Fsk mod 7.9µM*, Hsp90 Hop PPI 0%, FLuc inh -3%, HBB splicing 2.0%, ERK AVP block -17%, DNA Pol III inh -1%, UbGFP stabilizer 7%, 15-hLO inh -8%, GFP derepression 0% and HADH2 inh 5%.
For CCOc1nc(N(C)C)nc(-n2nnc(C(C)=O)c2C)n1 the results were Tau filament bind 8%, CRE Fsk mod 5%, Hsp90 Hop PPI -1%, FLuc inh 1%, HBB splicing 3.1%, ERK AVP block -27%, DNA Pol III inh 2%, UbGFP stabilizer -2%, 15-hLO inh 7%, GFP derepression -2% and HADH2 inh 7%.
Screening Cc1ccc(C)c(C(=O)CC2(O)C(=O)N(C)c3ccccc32)c1 (centres undefined) returned Tau filament bind 0%[11.4 µM], CRE Fsk mod inconclusive, Hsp90 Hop PPI -5%[11 µM], FLuc inh -5%, HBB splicing -2.3%[0.0738 µM], ERK AVP block -25%, DNA Pol III inh 6%[11.4 µM], UbGFP stabilizer 29%[9.17 µM], 15-hLO inh 7%[11.4 µM], GFP derepression -2% and HADH2 inh 6%[11.4 µM].
For O=C(CCCN1CCOCC1)c1ccc2c(c1)OCCO2 the results were Tau filament bind 1%, CRE Fsk mod -5%, Hsp90 Hop PPI 0%, FLuc inh -28%, ERK AVP block -2%, DNA Pol III inh -2%, UbGFP stabilizer -1%, 15-hLO inh -8%, GFP derepression 0% and HADH2 inh 0%.
COCc1cc(C)nc(Nc2ccc(C)cc2C)c1C#N was read as Tau filament bind 45%, CRE Fsk mod 8%, Hsp90 Hop PPI 3%, FLuc inh 2%, HBB splicing -1.4%[9.22 µM], ERK AVP block 5%, DNA Pol III inh 3%, UbGFP stabilizer inconclusive, 15-hLO inh 8%, GFP derepression -2% and HADH2 inh 0%.
Screening C=CCn1cnc2c(c1=O)c1nc3ccccc3nc1n2Cc1ccccc1 returned Tau filament bind inconclusive, CRE Fsk mod -3%, Hsp90 Hop PPI -5%, FLuc inh -5%, HBB splicing 0.3%, ERK AVP block -21%, DNA Pol III inh -6%, UbGFP stabilizer 0%, 15-hLO inh 4%, GFP derepression -3% and HADH2 inh 21%.
Cn1nc(CC(=O)NC2CCCCCC2)c2ccccc2c1=O was read as Tau filament bind -6%, CRE Fsk mod 5%, Hsp90 Hop PPI -4%[2.3 µM], FLuc inh 1%, HBB splicing 0.2%, ERK AVP block 6%, DNA Pol III inh -7%, UbGFP stabilizer 24%, 15-hLO inh 0% and HADH2 inh -5%.
Screening CC1CCC(NC(=O)C2CCN(c3cnccn3)CC2)CC1 (centres undefined) returned Tau filament bind 3%, CRE Fsk mod -6%, Hsp90 Hop PPI 0%, FLuc inh -30%, HBB splicing -1.3%, ERK AVP block -1%, DNA Pol III inh -5%, UbGFP stabilizer 6%, 15-hLO inh -4%, GFP derepression 0% and HADH2 inh 6%.
For Cc1nn(C)c(C)c1S(=O)(=O)N1CCc2ccccc21 the results were Tau filament bind -6%, CRE Fsk mod inconclusive, Hsp90 Hop PPI 0%, FLuc inh -3%, HBB splicing 2.3%, ERK AVP block -5%, DNA Pol III inh -11%, UbGFP stabilizer -4%, 15-hLO inh 1%, GFP derepression 0% and HADH2 inh 4%.
For O=C(O)C[C@H](Sc1ccccc1)c1ccccc1 the results were Tau filament bind -3%[11.4 µM], CRE Fsk mod 7%[7.6 µM], Hsp90 Hop PPI 0%[11 µM], FLuc inh 1%[11.4 µM], HBB splicing 3.2%[9.22 µM], ERK AVP block -15%[11.5 µM], DNA Pol III inh -5%[11.4 µM], UbGFP stabilizer -4%[9.17 µM], 15-hLO inh 1%[11.4 µM], GFP derepression 3%[9.22 µM] and HADH2 inh 6%[11.4 µM].
`COc1ccc(C2NC(=O)c3ccccc3O2)c(OC)c1OC` (centres undefined) gave Tau filament bind -6%, CRE Fsk mod inconclusive, Hsp90 Hop PPI -3%, FLuc inh 2%, HBB splicing 1.6%, ERK AVP block 10%, DNA Pol III inh 2%, UbGFP stabilizer -3%, 15-hLO inh -5%, GFP derepression -3% and HADH2 inh -1%.
COC(=O)CN(n1cnnc1)S(=O)(=O)c1ccc(C)cc1 was read as Tau filament bind 5%, CRE Fsk mod 6%, Hsp90 Hop PPI -2%, FLuc inh 1%, HBB splicing 0.3%, ERK AVP block -6%, DNA Pol III inh -9%, UbGFP stabilizer -11%, 15-hLO inh 3%, GFP derepression 0% and HADH2 inh -7%.
For CC1=C(C)CC(C(=O)N2CCN(Cc3ccccc3)CC2)C(C(=O)O)C1 (centres undefined) the results were Tau filament bind 0%, CRE Fsk mod -2%, Hsp90 Hop PPI -4%, FLuc inh 2%, HBB splicing -1.6%, ERK AVP block -1%, DNA Pol III inh -1%, UbGFP stabilizer 6%, 15-hLO inh 0%, GFP derepression -3% and HADH2 inh 20%.
For O=C(c1cc(-n2cnnc2)ccc1Cl)N1CCN(c2nc(-c3ccccc3)cs2)CC1 the results were Tau filament bind 73%, CRE Fsk mod 27%, Hsp90 Hop PPI -19%, FLuc inh 0%, HBB splicing -0.5%, ERK AVP block 25µM*, DNA Pol III inh -1%, UbGFP stabilizer 22%, 15-hLO inh -30%, GFP derepression -2% and HADH2 inh -8%.
For O=C1CN(C(=O)CCCc2c[nH]c3ccccc23)c2ccccc2N1 the results were Tau filament bind -12%, CRE Fsk mod inconclusive, Hsp90 Hop PPI inconclusive, FLuc inh 2%, HBB splicing -0.7%, ERK AVP block -14%, DNA Pol III inh 1%, UbGFP stabilizer 0%, 15-hLO inh -28%, GFP derepression 0% and HADH2 inh 12%.
Screening CCOc1ccc(NS(=O)(=O)c2ccc(OCC(=O)N3CCCC3)cc2)cc1 returned Tau filament bind 14%, CRE Fsk mod inconclusive, Hsp90 Hop PPI 2%, FLuc inh 0%, HBB splicing 0.6%, ERK AVP block -2%, DNA Pol III inh 1%, UbGFP stabilizer -6%, 15-hLO inh 4%, GFP derepression 3% and HADH2 inh 8%.
CC(CCC(=O)O)(c1cc(Br)c(O)c(Br)c1)c1cc(Br)c(O)c(Br)c1 was read as Tau filament bind 2%[11.4 µM], CRE Fsk mod inconclusive, Hsp90 Hop PPI -2%[11 µM], FLuc inh 4%[11.4 µM], HBB splicing 2.6%[9.22 µM], ERK AVP block -4%[11.5 µM], DNA Pol III inh -12%[11.4 µM], UbGFP stabilizer -5%[9.17 µM], 15-hLO inh -9%[11.4 µM], GFP derepression 2%[9.22 µM] and HADH2 inh inconclusive.
`COC(=O)C1(c2ccccc2)NC(c2cccs2)C2C(=O)N(C)C(=O)C21` (centres undefined) gave Tau filament bind -12%, CRE Fsk mod -6%, Hsp90 Hop PPI 0%, FLuc inh 3%, ERK AVP block -5%, DNA Pol III inh -5%, UbGFP stabilizer -3%, 15-hLO inh -4%, GFP derepression -2% and HADH2 inh -6%.
`Cc1noc(C)c1S(=O)(=O)N1CCCC(C(=O)Nc2nccs2)C1` (centres undefined) gave Tau filament bind -6%, CRE Fsk mod 1%, Hsp90 Hop PPI -5%[2.3 µM], FLuc inh 3%, HBB splicing -1.6%, ERK AVP block -8%, DNA Pol III inh 1%, UbGFP stabilizer 6%, 15-hLO inh -1% and HADH2 inh 6%.
`O=c1c2ccccc2nc2n1CCc1c-2[nH]c2ccccc12` gave Tau filament bind -10%, CRE Fsk mod 17%, Hsp90 Hop PPI -4%, FLuc inh -16%, HBB splicing 0.1%, ERK AVP block -24%, DNA Pol III inh -8%, UbGFP stabilizer -1%, 15-hLO inh 5%, GFP derepression -2% and HADH2 inh inconclusive.
